eIF4E-4G inh – inhibitors of eIF4E and eIF4G interaction in translation initiation; TR-FRET eIF4E-eIF4GI(517-606) binding, 2 h; inhibition, % at 21.7 µM; hit rate 0.37% among 220,000;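 active = inhibition above about 30%, limit read from the data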;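 note: 0% = full FRET control wells and 100% = background wells lacking eIF4GI fragment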
Rad51 HR inh – Rad51 (human) homologous recombination inhibition; inhibition, % at 10 µM; hRad51 DNA strand exchange, fluorescence dequenching; Q06609; hit rate 0.085% among 200,000;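 active = inhibition above 40% at the single screening dose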;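 note: 0% = DMSO control wells and 100% = blanks with heterologous ssDNA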
Target sequence (Q06609 whole entry, looked up): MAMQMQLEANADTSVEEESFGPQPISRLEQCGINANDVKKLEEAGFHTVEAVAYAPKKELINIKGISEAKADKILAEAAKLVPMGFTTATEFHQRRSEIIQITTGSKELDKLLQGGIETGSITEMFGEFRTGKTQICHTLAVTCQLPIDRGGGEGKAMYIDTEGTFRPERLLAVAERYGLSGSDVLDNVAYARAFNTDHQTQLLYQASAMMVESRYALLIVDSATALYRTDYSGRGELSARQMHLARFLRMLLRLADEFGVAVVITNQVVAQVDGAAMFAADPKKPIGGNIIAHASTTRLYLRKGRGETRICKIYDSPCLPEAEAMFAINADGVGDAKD
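Read-out basis: percent inhibition relative to plate controls and blanks / Assay system: human Rad51 nucleoprotein filaments preassembled on unlabelled ssDNA / Timing: filaments 15 min 37 °C, then compound 30 min / Control set: per-plate controls and blanks / Technique: fluorescence dequenching at 485/520 nm / Compound: 10 µM final, single point / Also added: Fluorescein- and BHQ1-tagged 47-mer duplex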
m-calpain inh – blocks pig calpain II enzyme activity. hit rate 0.37% among 220,000. inhibition, % at 16 µM. purified calpain II, fluorogenic peptide substrate, 30 min;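 active = inhibition above about 50%, limit read from the data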
Hck-Nef inh – human Hck-Nef kinase inhibition. P08631. Recombinant Hck-YEEI plus Nef, Z-Lyte FRET kinase assay. inhibition, % at 20 µM. hit rate 0.68% among 220,000;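 active = Hck-Nef kinase inhibition above about 50%, limit read from the data; inactive = inhibition below that limit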;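 note: 0% = DMSO with Hck plus Nef and 100% = Hck alone without Nef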
Tb hexokinase – blocks Trypanosoma brucei hexokinase 1 activity; recombinant TbHK1, G6PDH-coupled NADH A340; inhibition, % at 10 µM; hit rate 0.11% among 220,000;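 active = inhibition of 50% or more in the single-dose primary screen; inactive = inhibition below 50%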
zVAD death inh – blocks zVAD induced death of L929 cells; hit rate 0.38% among 220,000; viability rescue, % at 10 µM; L929 zVAD necroptosis rescue, ATP luminescence, 24 h; with zVAD 60 µM;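 active = activation, scaled between plate controls, above about 75%, limit read from the data; inactive = activation under that limit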;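 note: 0% = zVAD with DMSO and 100% = DMSO alone without zVAD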
14-3-3 Bad PPI – disrupts binding of bovine 14-3-3 zeta to phospho-Bad peptide. P63103. TR-FRET 14-3-3zeta/Dy647-pBad peptide displacement, 1 h. inhibition, % at 21.7 µM. hit rate 0.71% among 220,000. AID 781;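 active = inhibition above about 70%, limit read from the data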;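 note: 0% = full 14-3-3 plus peptide FRET controls and 100% = background without 14-3-3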
Target sequence (P63103 whole entry, looked up): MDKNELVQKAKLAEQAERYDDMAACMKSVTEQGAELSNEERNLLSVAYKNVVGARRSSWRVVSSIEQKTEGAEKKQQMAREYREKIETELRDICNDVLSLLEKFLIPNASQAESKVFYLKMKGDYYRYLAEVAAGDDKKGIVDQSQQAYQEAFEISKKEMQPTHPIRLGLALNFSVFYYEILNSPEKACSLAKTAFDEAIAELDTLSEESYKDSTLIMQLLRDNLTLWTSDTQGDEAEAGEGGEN
EP2 mod – EP2 receptor (human) modulation; P43116; EP2-expressing cells, cAMP HTRF FRET, PGE2 co-stimulation; induction, % at 25 µM; hit rate 0.83% among 260,000; AID 940;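 active = compounds whose cAMP rise, as percent of the full-agonist control response, exceeds 60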;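 note: rat C6 glioma line stably carrying human EP2 under a CMV promoter; the protocol text gives 20 µM as final concentration; 100% = response of wells given 1 µM PGE2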
Target sequence (P43116 whole entry, looked up): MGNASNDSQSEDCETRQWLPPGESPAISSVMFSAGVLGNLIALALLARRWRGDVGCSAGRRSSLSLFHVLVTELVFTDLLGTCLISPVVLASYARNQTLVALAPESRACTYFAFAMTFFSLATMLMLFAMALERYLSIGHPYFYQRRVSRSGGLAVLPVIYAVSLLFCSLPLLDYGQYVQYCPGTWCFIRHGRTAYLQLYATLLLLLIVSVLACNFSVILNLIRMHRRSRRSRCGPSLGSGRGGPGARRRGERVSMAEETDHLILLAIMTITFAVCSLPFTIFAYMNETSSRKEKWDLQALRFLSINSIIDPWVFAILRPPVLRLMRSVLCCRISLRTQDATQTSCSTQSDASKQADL
EP2 antag – blocks the human prostaglandin E2 receptor EP2; AID 1422; C6 glioma cells expressing human EP2, cAMP TR-FRET; cells stimulated with saturating PGE2; hit rate 0.52% among 260,000; P43116; inhibition, % at 25 µM;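 active = percent inhibition above 40 after rounding to a whole number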;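 note: rat C6 glioma host cells with rolipram phosphodiesterase inhibitor present; the protocol text gives 20 µM as final concentration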
Active calls of the source: *; nt = no result given; & = joins results of further samples; [ ] = remark or other dose. Not all compounds are listed. The share of hits here may be higher or lower than overall.

SMILES	eIF4E-4G inh	Rad51 HR inh	m-calpain inh	Hck-Nef inh	Tb hexokinase	zVAD death inh	14-3-3 Bad PPI	EP2 mod	EP2 antag
O=C(Nc1cc(S(=O)(=O)N2CCOCC2)ccc1N1CCCC1)C1CC1	3	4	-20	1	-1	0.7	-21	-7	8
Cc1c(N2C(=O)SC(CC(=O)O)C2=O)c(=O)n(-c2ccccc2)n1C (stereo not given)	4[fluorescence artefact?]	-3	-13	-1	3	-0.2	3	13	15
CSc1ccc(NC(=O)Nc2ccc(C(=O)NCC(=O)O)cc2)cc1	17	-8	17	-11	-1	1.4	-11	-21	22
O=C(Nc1nnc(SCc2ccc(F)cc2)s1)c1ccc2c(c1)C(=O)N(c1ccccc1Cl)C2=O	1	nt	-110	13	-13	0.6	-7	-12	7
CC(=O)NC1=NN(C(C)=O)C(c2sccc2C)S1 (stereo not given)	3	0	11	3	-2	-0.2	-12	9	9
COc1ccc(C2CC(=O)Nc3n[nH]c(-c4ccccc4)c32)cc1OC (stereo not given)	5	3	-3	18	2	12	-12	-4	5
CCSc1nnc(NC(=O)C(NC(=O)c2ccc(Cl)cc2)C(C)C)s1 (stereo not given)	4[fluorescence artefact?]	nt	-8	5	-3	0.9	4	-12	6
COc1ccccc1NC(=O)COC(=O)C1CCN(/C=C/C(=O)C(F)(F)F)CC1	-1	nt	6	-29	-32	-0.4	3	29	7
CCSc1cc(N2CCCC2)nc(-c2ccc(C)cc2)n1	15	13	-9	-3	4	0.1	0[fluorescence artefact?]	44	5
O=c1c2cc(Br)ccc2[nH]c(=S)n1Cc1ccccn1	-3	nt	7	3	-5	1.6	-2	-33	12
N=C1N(/N=C/c2ccccc2)C(=Nc2ccccc2)C(=S)N1c1ccccc1	-5	4	2	1	-19	0.4	2	-40	5
O=C(O)c1cc2c(s1)-c1ccccc1CC2	0	-2	-267	1	1	1.3	-15	3	20
O=C(CN1CCN(S(=O)(=O)c2ccccc2)CC1)Nc1ccc2c(c1)OCO2	0[fluorescence artefact?]	-2	13	-1	-6	0.0	9	10	13
CN(C)/N=C/c1cc([N+](=O)[O-])ccc1O	1	21	47	20	-8	2.4	-18	-34	5
Cc1cccc(N(C(=O)c2snc(C(N)=O)c2N)C(C)C(=O)NCC2CCCO2)c1 (stereo not given)	1	9	-76	30	-13	4.6	-2	20	6
O=C(c1ccccn1)N1CCN(c2cccc(C(F)(F)F)c2)CC1	-3	-1	-20	2	3	2.4	-8	-1	2
CN(CC(=O)N1CCCCC1)S(=O)(=O)c1cccc2cccnc12	4	3	-4	6	-1	0.8	2[fluorescence artefact?]	10	11
O=C1OCCC1Sc1ncnc2sccc12 (stereo not given)	-5	11	-28	2	2	-0.1	-9	-4	16
O=C(COC(=O)C1=COCCO1)NC(=O)c1ccc(OC(F)F)cc1	-1	-7	-24	21	-2	2.5	-18	-2	6
O=C(Cn1c(-c2cscn2)nc2ccccc21)Nc1ccccc1F	-4[fluorescence artefact?]	nt	-6	2	1	0.8	-7	41	12
C=CCOCCN(CCOCC=C)C1=NS(=O)(=O)c2ccccc21	0	29	-5	14	-6	-0.3	-10	16	3
COCCNC(=O)COc1ccccc1C	-6[fluorescence artefact?]	5	-22	-1	-4	0.4	-10[fluorescence artefact?]	11	11
O=C(CSc1ccc2nnc(-c3ccccn3)n2n1)N1CCOCC1	-2	7	-30	0	-2	0.3	-5	9	10
NC(=O)Cc1nc(-c2ccc(Br)cc2)cs1	0[fluorescence artefact?]	3	8	2	-4	1.0	-3	-4	9
CCOC(=O)C(C)(C)C(=O)C(C)(C)C(O)c1ccccn1 (stereo not given)	-7[fluorescence artefact?]	2	13	0	-3	0.1	3[fluorescence artefact?]	-1	7
Cc1ccc(OCc2nnc(SC3CCc4ccccc4C3=O)n2C)cc1 (stereo not given)	20	5	1	9	3	0.3	0	-95	8
CC1=C(C(=O)Nc2ccccc2)C(c2ccc(N(C)C)cc2)NC(=O)N1 (stereo not given)	2	6	-1	1	-6	-0.3	1	11	8
Cc1cccn2c(CN3CCCC(c4ccccc4)C3)c(C(=O)N3CCOCC3)nc12 (stereo not given)	-1	-5	0	-1	0	-0.1	-11	-11	3
CCOC(=O)C1(Cc2ccccc2C(F)(F)F)CCN(C2CCSC2)CC1 (stereo not given)	1	nt	34	2	-2	-1.0	-4	36	1
O=C(Cc1n[nH]c(=O)[nH]c1=O)N/N=C/c1cccc(Cl)c1	5	14	19	20	-8	1.0	-1	-36	4

3 compounds from above, limited to EP2 antag:
molecule	EP2 antag
O=C1OCCC1Sc1ncnc2sccc12 (stereo not given)	16
O=C(COC(=O)C1=COCCO1)NC(=O)c1ccc(OC(F)F)cc1	6
O=C(Cn1c(-c2cscn2)nc2ccccc21)Nc1ccccc1F	12

The listing continues.
SMILES	eIF4E-4G inh	Rad51 HR inh	m-calpain inh	Hck-Nef inh	Tb hexokinase	zVAD death inh	14-3-3 Bad PPI	EP2 mod	EP2 antag
CN(C)c1ccc(/C=[N+](\[O-])C2SC(=S)N(C)C2(C)C)cc1 (stereo not given)	-1	nt	-1	0	-20	0.1	-12[fluorescence artefact?]	12	nt
CCN(CC)S(=O)(=O)c1ccc2oc(SCC3CN=C(c4ccc(OC)cc4)S3)nc2c1 (stereo not given)	-19	-4	-33	12	-2	-0.1	-5	-5	7
CCCCOc1ccc(C(CC(=O)NC)C(=O)O)cc1 (stereo not given)	-1	-4	-10	3	-6	-0.5	0	-15	6
Cc1cccc(Nc2ccc([N+](=O)[O-])cc2C(=O)O)c1	2[fluorescence artefact?]	-9	-21	-1	-18	2.3	0	-2	27
CCCSc1nsc(NC(=O)c2cccnc2OCC)n1	2	18	13	26	-6	0.4	-11	18	1
Clc1ccc(-n2ncc3c(NCc4ccccn4)ncnc32)cc1	-3	-2	12	0	-3	0.0	7	-16	6
O=C(CCc1c[nH]c2ccccc12)Nc1ccc(S(=O)(=O)Nc2ncccn2)cc1	-1	-4	-8	24	-4	-1.2	-11	-14	4
Cc1ccc(-c2cc(C(=O)NCc3ccccn3)no2)cc1	-4	6	42	15	2	-0.6	6	-1	7
CN(C)c1ccc(/C=N/n2cnn(Cc3ccccc3Cl)c2=S)cc1	-1	-2	-18	-4	-8	8.8	-3	-14	6
COc1cc(NC(=S)N2CCCCC2C)cc(OC)c1OC (stereo not given)	3	-8	-6	25	2	0.4	-10	-2	7
COc1ccc(C2CC(=O)C=C(NCc3ccccc3)C2)cc1 (stereo not given)	9	9	28	3	-1	0.8	-4	-22	4
CC(=O)NC(Cc1ccccc1)C(=O)N1CCN(C(=O)c2ccco2)CC1 (stereo not given)	-2	3	-21	-19	6	-0.1	-15[fluorescence artefact?]	11	8
O=C1N/C(=C/c2cccs2)C(=O)N1Cc1ccccc1F	1	3	-1	18	-10	6.0	0	-50	7
CC(Oc1ccc(Br)cc1)C(=O)NCc1ccccn1 (stereo not given)	-2	-2	34	24	8	-1.7	-7	4	6
Cc1ccc(C)n1C(Cc1ccccc1)C(=O)O (stereo not given)	19	-10	-76	49	42	0.1	13	0&-3	6&10
O=[N+]([O-])/C(C(Cl)=C(Cl)Cl)=C(\Sc1ccccc1)N1CCCCC1	-4	-3	-27	18	-4	-1.7	-7	13	8
Cc1c(C=O)c2ccccc2n1CC(=O)NC(C)c1ccccc1 (stereo not given)	2	-8	46	18	-4	0.4	1	-43	2
Cc1ccc(C(=O)N2CCc3ccccc32)cc1	0	-6	17	-4	3	-0.2	2[fluorescence artefact?]	20	3
Cc1cccc(NC(=O)NC(C)CCc2ccccc2)c1 (stereo not given)	7	0	34	1	10	0.8	-1	1	11
Cc1cc(C)n(C(=O)CCCn2cc([N+](=O)[O-])cn2)n1	6	nt	18	7	-7	-0.5	6	13	9

Sorted by molar mass (lowest first): three of the compounds above
SMILES	eIF4E-4G inh	Rad51 HR inh	m-calpain inh	Hck-Nef inh	Tb hexokinase	zVAD death inh	14-3-3 Bad PPI	EP2 mod	EP2 antag
Cc1ccc(C)n1C(Cc1ccccc1)C(=O)O (stereo not given)	19	-10	-76	49	42	0.1	13	0&-3	6&10
Cc1cccc(NC(=O)NC(C)CCc2ccccc2)c1 (stereo not given)	7	0	34	1	10	0.8	-1	1	11
Cc1c(C=O)c2ccccc2n1CC(=O)NC(C)c1ccccc1 (stereo not given)	2	-8	46	18	-4	0.4	1	-43	2

The listing continues:
SMILES	eIF4E-4G inh	Rad51 HR inh	m-calpain inh	Hck-Nef inh	Tb hexokinase	zVAD death inh	14-3-3 Bad PPI	EP2 mod	EP2 antag
Cc1cc(C(=O)N/N=C/c2cccc([N+](=O)[O-])c2)c2ccccc2n1	-13	-4	25	8	1	-0.3	4	-10	4
COc1ccc2c(c1)[nH]c1c(=O)n(/N=C/c3ccc(OC)c(COc4ccccn4)c3)cnc12	3	-1	-83	2	-30	0.6	1[fluorescence artefact?]	14	17
O=C(/C=C/c1ccccc1)NNC(=O)c1cccs1	-1	2	0	14	-8	36	-11	-6	2
O=C(COc1ccc(Br)cc1CNCCc1ccccc1)NCc1ccccc1	1	-25	38	-12	9	0.8	11	7	8
O=C(CS(=O)(=O)c1ccccc1)Nc1ccc(Br)cn1	11[fluorescence artefact?]	10	20	5	-1	-0.5	-4[fluorescence artefact?]	-7	5
CC(OC(=O)c1nsc(Cl)c1Cl)C(=O)NCc1ccc2c(c1)OCO2 (stereo not given)	-1	-7	4	0	-4	0.1	7	6	10
COc1cccc(N2CCN(CC(=O)C34CC5CC(CC(C5)C3)C4)CC2)c1	-5	2	-27	7	-7	0.9	-14	-3	11
NS(=O)(=O)c1ccc(CCNC(=O)CC(NC(=O)c2ccccc2Cl)c2ccccc2)cc1 (stereo not given)	-1	-13	-18	-11	-2	1.2	1	-52	6
CC(C)N(C(=O)CSc1nc2ccccc2n1Cc1ccccc1F)C(C)C	-1	-6	10	-4	0	-1.2	-1	12&23	6&3
COc1cc(CNCc2ccco2)ccc1OCc1ccccc1	4	4	-29	2	2	0.5	3	-108&-7	10
CC1=Nc2ccccc2N=C(NC(=O)CSC(=S)N2CCN(C)CC2)C1c1ccccc1 (stereo not given)	-6	22	23	10	-9	-1.4	-10	-24	13
CC(=O)N(c1ccccc1)c1ccc([N+](=O)[O-])cc1[N+](=O)[O-]	8	16	-25	1	-3	0.5	-3	-4	4
CN(C)c1ccc(C(=S)N2CCCCC2)cc1Br	-1	15	-1	-5	-14	-0.2	-9	17	6
COC(=O)c1ccc(NC(=S)Nc2ccc3ccccc3c2)cc1	-11	1	21	1	-14	0.2	7	-8	26
O=C1OCC(CO)(CO)N=C1NNc1ccccc1Cl	8	-2	22	7	-2	-0.7	-10	-10	11
O=C(NCc1ccc2c(c1)OCO2)C1CCN(S(=O)(=O)c2cccc3nsnc23)CC1	-4	nt	-16	1	20	0.0	-8	-4	nt
CCOC(=O)c1ccc(Cl)c(NC(=O)c2cccnc2)c1	2	1	-10	15	-3	11	-9	27	8
N#Cc1ccc(Oc2nc(C#N)cc(-c3ccccc3)n2)cc1	8	5	5	6	-4	-0.1	-2[fluorescence artefact?]	12	5
COCCN(C(=O)c1ccc2ccccc2c1)c1c(N)n(Cc2ccccc2)c(=O)[nH]c1=O	0	-33	-6	30	-8	2.6	-6	20	5
O=S(=O)(c1ccc(C2=CSC3=NCCN23)cc1)N1CCOCC1	4	6	-17	-1	2	-0.4	16	8	5
Cc1sc2nc(N)sc2c1C	14	-13	10	0	2	1.9	-19	-50	13
Cc1ccccc1S(=O)(=O)NCc1cccnc1	0	nt	-9	5	4	0.4	-1	37	4
NC(=O)COC(=O)c1cccc(S(=O)(=O)N2CCN(c3ccc(F)cc3)CC2)c1	3	14	0	9	-2	-0.2	-1	-42	0

Screens as filed in PubChem BioAssay.
